Assay outcomes deposited in PubChem by Southern Research Institute.
biotin-GST TR-FRET = GST-antibody interaction or FRET quenching – biochemical, TR-FRET, artefact control for Vif-APOBEC3G degradation inhibitor project, dose response (AID 1117362); hit rate 2.8% among 3,600; TR-FRET counter screen, biotin-GST/anti-GST signal; IC50 in µM for hits, for the others inhibition, % at the top dose, mostly 100 µM;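 active means inhibition above 30% at one or more concentrations, seen consistently on every test date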;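 further: biotinylated GST protein used in place of GST-Vif 1-94 and biotin-A3G peptide; detects fluorescence quenchers or blockers of GST binding to anti-GST antibody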
* hit, by the source's call. A portion of the library. The share of hits here may be higher or lower than overall.

SMILES	biotin-GST TR-FRET
Oc1ccc(C[C@H]2NCCc3cc(O)c(O)cc32)cc1O	4.4%
Oc1ccc(/C=N/NP(=S)(c2ccccc2)c2ccccc2)c(O)c1O	-1.5%
CC(C)c1ccc(N2C(=O)NC(=O)/C(=C\C=C\c3ccco3)C2=O)cc1	-0.9%
CN1CCN(c2ccc(N)cc2)CC1	18µM*
COc1cccc(-n2c(/C=C/c3ccc(O)c(O)c3)nc3ccccc3c2=O)c1	-6.8%
O=P(C(c1ccc2c(c1)OCO2)N1CCOCC1)(N1CCOCC1)N1CCOCC1 (stereo not drawn)	-2.6%
O=C1NC(=S)N(c2ccccc2)C(=O)/C1=C/c1ccco1	2.9%

Structures listed so far with sulfur, in the order listed:
SMILES	biotin-GST TR-FRET
Oc1ccc(/C=N/NP(=S)(c2ccccc2)c2ccccc2)c(O)c1O	-1.5%
O=C1NC(=S)N(c2ccccc2)C(=O)/C1=C/c1ccco1	2.9%

Two entries drawn at random from the list so far, as already listed:
SMILES	biotin-GST TR-FRET
CN1CCN(c2ccc(N)cc2)CC1	18µM*
Oc1ccc(C[C@H]2NCCc3cc(O)c(O)cc32)cc1O	4.4%
